CHO-K1 Ca antag: M1 antagonist counterscreen hit in parental CHO-K1 cells; ATP-induced calcium, Fluo-8 fluorescence; inhibition, % at 3 µM; hit rate 0.6% among 360,000;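 active means inhibition above a per-plate cutoff, the plate's mean sample inhibition plus 3 SD, cut at about 24% in these data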;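 further: 0% = DMSO plus EC80 ATP and 100% = DMSO alone without ATP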
M1 ag parental: counter-screen for M1 agonists: effect in parental CHO-K1 cells. hit rate 0.48% among 360,000. Fluo-8 calcium fluorescence; scaled to maximal ATP response, vehicle zero. AID 602248, 2012. activation, % at 3 µM; in the data active means activation above about 15%;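 further: untransfected CHO-K1 host cells lacking M1 receptor as counterscreen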
CHO-K1 Ca PAM: nonselective calcium activators in parental CHO-K1 cells, primary screen, counter-screen for M1 PAM project, cell-based, Fluo-8 calcium fluorescence, full deck, 1536-well | ATP EC20; 0% at ATP EC20, 100% at ATP max | activation, % at 3 µM | hit rate 0.02% among 360,000;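 active means activation above the run cutoff, the mean activation of all test compounds plus 3 SD, cut at about 40% in these data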;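 further: peak over basal fluorescence ratio in a 140 s read after ATP addition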
OXTR ag: human OXTR agonists, primary screen, fluorescence, CHO-OTR cells, Fluo-8 calcium; activation, % at 3 µM; Fluo-8 calcium fluorescence; normalized: DMSO 0%, oxytocin 100%; Oxytocin receptor (Homo sapiens), P30559; hit rate 0.32% among 320,000;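 active means activation above the mean of all tested compounds plus 3 SD, cutoff set per screening run, cut at about 20% in these data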;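 further: peak over basal fluorescence ratio from a 100 s FLIPR kinetic read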
Target sequence (P30559 whole entry, looked up): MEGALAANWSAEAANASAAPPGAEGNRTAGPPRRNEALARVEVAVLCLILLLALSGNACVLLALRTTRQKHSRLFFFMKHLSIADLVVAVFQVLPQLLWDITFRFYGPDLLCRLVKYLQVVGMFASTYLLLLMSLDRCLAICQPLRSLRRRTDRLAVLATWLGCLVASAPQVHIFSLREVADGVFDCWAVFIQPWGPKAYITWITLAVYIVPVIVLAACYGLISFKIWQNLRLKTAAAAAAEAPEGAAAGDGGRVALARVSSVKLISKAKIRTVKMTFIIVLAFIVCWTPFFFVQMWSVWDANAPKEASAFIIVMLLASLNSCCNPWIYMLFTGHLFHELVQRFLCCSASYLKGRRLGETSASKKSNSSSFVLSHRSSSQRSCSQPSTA
OXTR potentiator: human OXTR potentiators, primary screen, fluorescence, CHO-OTR cells, Fluo-8 calcium | Fluo-8 calcium fluorescence, potentiator mode; 0% = oxytocin EC15, 100% = EC100 | activation, % at 3 µM | hit rate 0.061% among 320,000 | AID 2445, 2010;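 active means activation above that plate's cutoff, the mean activation of tested compounds plus 3 SD, cut at about 6.6% in these data, passing the limit was not always enough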;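 further: 100% uses oxytocin at 75 nM as the full agonist control; some results filed as inactive read as strong as hits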
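Material: human OTR in CHO cells. Compound: 3.0 µM, one dose. Timing: compound 6 min at room temperature before oxytocin, 100 s read. Evaluation: % activation of max/min ratio relative to oxytocin controls. Replication: single well per compound, singlicate. Signal: Fluo-8 calcium dye fluorescence.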
TAAR1 antag: human TAAR1 antagonists, primary screen, Fluo-8 calcium fluorescence, CHO RD-HGA16 cells | inhibition, % at 3 µM | AID 624466, 2012 | hit rate 1.5% among 360,000 | antagonist | Trace amine-associated receptor 1 (Homo sapiens), Q96RJ0;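 active means inhibition above a per-plate cutoff, the mean inhibition of test compounds on that plate plus 3 SD, cut at about 49% in these data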;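 further: 0% = DMSO plus EC80 beta-PEA response and 100% = DMSO alone without agonist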
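Material: RD-HGA16 CHO cells with stable hTAAR1 and Gα16; Dosing: single nominal final test compound concentration of 3 µM; Schedule: seeding 17-24 h prior, 75-min 37 °C, 30-min RT dye loading; Detection: kinetic Fluo-8 calcium fluorescence measurement; Measure: % inhibition from peak post-agonist over basal fluorescence ratio; Benchmarks: vehicle and agonist controls.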
CHO parental Ca: ATP-evoked calcium signal inhibitors, parental CHO, primary screen, counter-screen for OX1R antagonist project, cell-based, fluorescence, Fluo-8 calcium dye; inhibition, % at 5.6 µM; hit rate 0.63% among 330,000; AID 463079, 2010; parental CHO-K1, ATP-induced calcium, Fluo-8 fluorescence;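 active means inhibition above that plate's mean sample inhibition plus 3 SD, cut at about 26% in these data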;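 further: 0% = ATP-challenged DMSO wells and 100% = DMSO wells without ATP; some compounds past the cut are filed as inactive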
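Measured by: calcium-sensitive Fluo-8 fluorescence / Test system: CHO parental line / Controls: ATP-challenged DMSO wells low, unchallenged DMSO wells high / Measure: % inhibition / Compound: single nominal dose of 5.6 µM per compound / Replicates: single well per compound, no replicates / Reagent: ATP as calcium-mobilizing challenge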
V1R ag counter: agonists of human V1a receptor, primary screen, counter-screen for OXTR agonist project, fluorescence, CHO-V1R cells. Fluo-8 calcium fluorescence, agonist mode; 0% DMSO, 100% 3 nM vasopressin. AID 2797, 2010. Vasopressin V1a receptor (Homo sapiens), P37288. hit rate 0.25% among 320,000. activation, % at 3 µM;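 active means activation above the mean activation of all tested compounds plus 3 SD, per screening run, cut at about 20% in these data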;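 further: signal is peak over basal fluorescence ratio across a 100 second FLIPR read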
Target sequence (P37288 whole entry, looked up): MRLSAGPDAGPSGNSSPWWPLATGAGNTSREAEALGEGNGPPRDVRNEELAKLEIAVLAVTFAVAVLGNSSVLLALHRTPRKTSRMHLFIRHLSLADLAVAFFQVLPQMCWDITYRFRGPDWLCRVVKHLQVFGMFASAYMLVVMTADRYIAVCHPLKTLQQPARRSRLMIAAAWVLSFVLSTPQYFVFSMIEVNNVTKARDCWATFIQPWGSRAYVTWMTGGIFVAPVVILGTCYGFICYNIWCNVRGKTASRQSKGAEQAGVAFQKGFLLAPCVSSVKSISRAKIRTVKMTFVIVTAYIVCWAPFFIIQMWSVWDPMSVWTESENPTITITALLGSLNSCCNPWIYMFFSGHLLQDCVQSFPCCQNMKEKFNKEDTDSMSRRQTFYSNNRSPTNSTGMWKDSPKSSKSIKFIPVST
GPR7 antagonist: GPR7 receptor antagonists, primary screen, cell-based, fluorescence, single concentration | Neuropeptides B/W receptor type 1 (Homo sapiens), P48145 | GPR7-expressing cells, fluorescence antagonist assay | inhibition, % at 4.4 µM | hit rate 1.1% among 290,000 | AID 1861, 2009; in the data active means inhibition above about 16%, passing the limit was not always enough;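 further: cells stimulated with the agonist NPW; 0% = agonist with vehicle and 100% = vehicle without agonist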
* = called active by the depositor; . = not tested or not shown.

SMILES	CHO-K1 Ca antag	M1 ag parental	CHO-K1 Ca PAM	OXTR ag	OXTR potentiator	TAAR1 antag	CHO parental Ca	V1R ag counter	GPR7 antagonist
C/C(=N\NC(=S)NCCc1ccccc1)c1ccc(Cl)cc1	-6	-0.3	14	-0.5	-6	-42	-29	0.1	-13
Cc1cc(C(=O)NCC(c2ccco2)N(C)C)no1 (stereo not drawn)	12	0.0	-6	0.1	2	0	-3	0.5	-9
CSc1ncccc1C(=O)NC1CCCCCCC1	-5	0.2	4	-0.9	0	-19	-10	-1.8	-5
Fc1ccccc1-c1cc2ncccc2cn1	-6	0.1	6	-0.8	-4	-5	-1	-0.1	.
Cc1ccccc1CNC(=O)c1ccc2ccccc2n1	-14	-0.7	1	-2.0	2	7	-30	1.2	0
Cc1ccc(C)c(NC(=O)CS(=O)(=O)c2c[nH]c3ccccc23)c1	-2	0.9	23	-1.3	-7	-22	-6	-1.1	-13
COCCNC(=O)c1csc2c1CCCC2	-2	-0.2	-10	-1.5	1	-29	-6	0.1	-10
C=CCNC(=O)c1ccccc1NC(=O)c1cccc2ccccc12	1	2.2	13	-1.3	-7	21	-14	4.7	4
Cc1ccc(NC2=C(N3CCOCC3)C(=O)c3ccccc3C2=O)cc1	-21	0.0	5	-1.7	-1	-4	-8	-0.4	19
COC(=O)[C@@]12CCCN1[C@H](c1ccc(-c3ccc(F)cc3)c(OC)c1)[C@H]1C(=O)N(C)C(=O)[C@H]12	-8	-0.4	5	-1.3	-5	-4	-13	-0.7	.
CCCNC(=O)C1(C)CCN(C(=O)c2cccnc2Oc2ccccc2)C1 (stereo not drawn)	1	0.3	-10	.	.	-27	.	.	.
Cc1ccc([C@H]2C[C@@H](n3cc(-c4ccc(F)cc4)nn3)[C@H](O)CN2CC2CCCCC2)cc1	-9	0.2	-6	.	.	-13	.	.	.

Retrieved one by one from above, three records:
SMILES	CHO-K1 Ca antag	M1 ag parental	CHO-K1 Ca PAM	OXTR ag	OXTR potentiator	TAAR1 antag	CHO parental Ca	V1R ag counter	GPR7 antagonist
CCCNC(=O)C1(C)CCN(C(=O)c2cccnc2Oc2ccccc2)C1 (stereo not drawn)	1	0.3	-10	.	.	-27	.	.	.
COC(=O)[C@@]12CCCN1[C@H](c1ccc(-c3ccc(F)cc3)c(OC)c1)[C@H]1C(=O)N(C)C(=O)[C@H]12	-8	-0.4	5	-1.3	-5	-4	-13	-0.7	.
Fc1ccccc1-c1cc2ncccc2cn1	-6	0.1	6	-0.8	-4	-5	-1	-0.1	.

(further entries)
SMILES	CHO-K1 Ca antag	M1 ag parental	CHO-K1 Ca PAM	OXTR ag	OXTR potentiator	TAAR1 antag	CHO parental Ca	V1R ag counter	GPR7 antagonist
Fc1ccccc1-c1n[nH]c(=S)n1Cc1ccccc1	-2	0.8	-3	0.1	2	.	-19	-1.4	-5
Cc1ccc(-c2nc3cnccn3c2Nc2ccc3c(c2)OCO3)o1	21	0.3	-6	-1.3	1	-29	-11	-0.3	6
COC(=O)[C@@H]1CCCN1C(=O)CCc1nnc(C2CCCCC2)o1	3	-0.5	14	0.4	2	5	-11	-0.1	-6
CCC(C)N(C(=O)c1csnn1)C(C(=O)NC(C)(C)C)c1ccccc1 (stereo not drawn)	-13	0.0	20	-0.6	-1	-5	-12	0.3	9
O=C(CCc1ccccc1)Nc1cc2c3c(c1)CCC(=O)N3CCC2	0	0.9	16	-0.8	2	-22	-2	-1.2	.
Cc1cc(C)n(-c2nc(NC(C)(C)C)nc(NC(C)(C)C)n2)n1	22	0.2	-10	-2.0	-7	-4	6	-0.2	-5
O=S(=O)(c1cccc2cccnc12)N1CCCCC1	3	-0.1	-13	-0.7	-10	-8	-4	-0.2	-8
Cc1cccc(N2CCN(C(=O)c3ccccc3NC(=O)C3=CSCCO3)CC2C)c1 (stereo not drawn)	-11	2.0	6	0.4	-7	1	-23	2.4	-3
O=C(Nc1ccc(Oc2ccccc2)nc1)[C@H]1O[C@@H](n2ccc(=O)[nH]c2=O)[C@H](O)[C@@H]1O	-19	1.0	12	.	.	-32	.	.	.
CN(CC(=O)Nc1ccc2c(c1)OCO2)S(=O)(=O)c1ccc(F)cc1	-11	2.0	2	0.1	-4	-22	8	0.6	-8
Cc1ccc(/C=C/C(=O)OCC(=O)NC(C)C)o1	6	0.6	-1	0.9	-10	6	-8	0.6	-9
COc1cc(OC)c(OC)cc1/C=C1\CCC(C2CCCC2)C1=O (stereo not drawn)	-13	0.0	14	-0.9	3	-17	-28	-1.9	-13
C/C(=N\OC(=O)c1cccc(C(F)(F)F)c1)c1sc(-c2ccccc2)nc1C	-15	0.4	20	1.0	-5	0	-8	1.9	-15
CSCCNC(=O)C1(C)CCN1C(=O)C/C=C/c1ccccc1 (stereo not drawn)	1	0.6	-7	.	.	-9	.	.	.
Clc1ccccc1-c1cc2nc(NCc3ccco3)ccn2n1	0	0.4	-8	.	.	5	.	.	.
O=C(CN1C(=O)c2ccccc2C1=O)Nc1cc(C(=O)O)cc(C(=O)O)c1	-1	5.8	4	0.8	-1	1	2	0.9	-14
COc1ccc(C2CC(C(F)(F)F)n3nc(C(=O)NCCN4CCOCC4)cc3N2)cc1 (stereo not drawn)	-1	0.4	6	0.2	-2	6	-12	0.5	-1
O=C1NN(c2ccccc2)C(=O)/C1=C\c1ccc2c(c1)OCO2	1	0.6	-5	1.1	8	-14	-10	0.4	-16
O=C(C1CC1)N1CCc2[nH]c3ccccc3c2C1	-7	0.3	8	-0.5	-4	0	0	1.2	1
Cc1ccc(NC(=O)N2CCCC2C(=O)NCc2ccccc2Cl)cc1 (stereo not drawn)	-5	0.0	11	-2.1	0	-8	-22	-1.5	-10
Cc1ccc2cc(C(c3nnnn3Cc3ccccc3)N3CCN(c4ccccc4)CC3)c(=O)[nH]c2c1 (stereo not drawn)	15	2.0	11	-0.8	-3	36	-16	-0.3	1
Cc1cccc(C)c1NC(=O)CN1CCN(CC(=O)NCC2(N3CCCCC3)CCCCC2)CC1	1	0.2	-15	1.6	1	1	-14	0.2	.
COCCn1c(C)cc(C(=O)CSc2n[nH]c(N)n2)c1C	-9	0.5	9	-0.3	-1	6	-14	0.3	-9
O=S(=O)(c1ccccc1)C1(S(=O)(=O)c2ccccc2)CCCC1	-14	-0.2	6	2.6	-7	-6	-6	2.7	-13
CCN(CC)S(=O)(=O)c1cccc(NC(=O)c2cc(-c3cccs3)nn2-c2ccccc2)c1	3	0.9	12	2.1	-4	11	6	3.0	-6
COc1cc(/C=C/c2sc3ccccc3[n+]2CCCS(=O)(=O)[O-])ccc1O	-7	9.2	25	5.2	-2	1	6	6.2	16
CCOC(=O)C1CCN(C(=O)c2ccc(C)c(S(=O)(=O)N3CCCC3)c2)CC1	1	0.6	9	-0.3	-5	-33	-6	1.9	-3
CN(C)CC/C=C1\c2ccccc2Sc2cc(F)c(Cl)cc21	-5	2.2	25	10	-7	-5	-7	0.5	.
COc1ccc(NC(=O)CN2CCC(C(=O)c3ccc(C)cc3)CC2)c(OC)c1	-33	2.6	32	-1.9	4	-16	-37	-1.1	-13
CNc1ccc(C(=O)OCC(=O)NC(=O)NC2CCCCC2)cc1[N+](=O)[O-]	6	-0.6	-14	-2.0	0	-16	-5	-0.8	.
CCSc1ccc([C@@H]2[C@H]3C(=O)N(C)C(=O)[C@H]3[C@]3(C(=O)OC)CCCCN23)cc1OC	-14	-0.8	-4	-2.7	-6	-8	-14	-1.5	.
CCCCOc1ncnc2c1[nH]c1ccccc12	15	6.5	6	7.0	-27	3	28	6.7	10
C[C@H](CO)N1C[C@H](C)[C@@H](CN(C)C(=O)Nc2ccc3c(c2)OCO3)Oc2c(NC(=O)C3CCCCC3)cccc2C1=O	-7	0.1	1	0.8	1	7	-19	1.2	.
Cc1nc(C)n(C(C)CNS(=O)(=O)c2ccc(C)c(C)c2)n1 (stereo not drawn)	-24	2.0	16	0.8	1	0	-5	2.1	-10
C=CC[C@@H](Cc1ccc(F)cc1)C(=O)OC[C@H]1CCCN1C(=O)[C@H](CC=C)CC(=O)N(CCO)Cc1ccccc1	-6	1.8	2	-1.8	-9	40	3	0.0	.
COc1cccc(N2[C@@H](CC(=O)O)c3ccc(/C=C/C(=O)O)cc3S2(=O)=O)c1	-10	0.4	-6	0.6	-5	2	2	0.9	.
O=C(CN1CCCCC1)Nc1ccccc1Oc1ccccc1	1	0.3	-15	-2.8	-11	-28	-22	-1.9	2
O=C(NCc1ccc(F)cc1)C1CCCN1S(=O)(=O)c1ccc(F)cc1 (stereo not drawn)	-12	1.8	23	.	.	-5	.	.	.
Cc1ccccc1NC(=S)NCCc1ccccc1	-8	0.5	20	-2.4	-4	-13	-7	-0.8	4
COc1ccc(NC(=O)C(c2ccc(OC)cc2)N(C)C(=O)Cc2cccs2)cc1 (stereo not drawn)	-4	1.2	-6	-1.2	0	10	-16	1.0	-1
O=C(NC(Cc1ccc2c(c1)OCO2)C(=O)N1CCCC1C(=O)O)c1ccccc1 (stereo not drawn)	-15	0.3	8	0.7	-9	-5	-11	0.6	-11
CN(CC(=O)Nc1ccc(Cl)cc1)C(=O)c1ccc(-n2cncn2)c([N+](=O)[O-])c1	-3	-0.2	-16	-0.4	2	-10	-2	-0.9	.
CC(C)Cc1cc(C(=O)Nc2cc(C(F)(F)F)ccc2Cl)no1	9	-0.1	-8	-2.1	-6	-17	-9	0.8	-6
COc1ccc(CCN2CC(C(=O)Nc3nccs3)CC2=O)cc1OC (stereo not drawn)	-8	-0.2	15	1.5	-5	3	-15	1.1	.
O=C(Nc1ccc(OC(F)(F)F)cc1)C1CC(=O)N(Cc2ccco2)C1 (stereo not drawn)	-10	0.0	-3	0.1	-3	9	-9	-0.1	.
O=C(OCC(=O)N(CCc1ccccc1)Cc1ccccc1)c1ccccc1O	-9	1.6	17	1.7	-12	48	1	5.7	.
Cc1nn(C)c(C)c1S(=O)(=O)NCc1cccs1	-12	0.4	10	0.1	-1	-1	-8	0.6	3
COc1ccccc1NC(=O)Cc1ccc(-c2ccccc2)cc1	-11	0.0	16	0.3	-11	1	7	1.7	5
Cc1ccc(-c2nc(N)n(C(=O)c3cccs3)n2)cc1	-6	4.1	10	-0.1	-2	.	3	0.0	-1
Nc1c(N(Cc2ccco2)C(=O)c2cccc(F)c2)c(=O)[nH]c(=O)n1Cc1ccccc1	1	0.2	-7	-2.2	-2	-6	-16	-0.5	.
